TR-FRET SRC-2 ct: counter-screen for PPARgamma SRC-2 recruitment agonists: TR-FRET artefact. stronger effect = higher value. TR-FRET ratio at 8 µM. 200,000 compounds, 0.4% hits. AID 1049; in the data active = TR-FRET ratio above about 2000; note: inactives centre near 1500
PPARg SRC-2 ag: promotes SRC-2 coactivator recruitment by human PPARgamma | activation, % at 8 µM | PPARgamma LBD-SRC-2 recruitment, biochemical | AID 1032 | P37231 | 200,000 compounds, 0.34% hits; in the data active = activation above about 22%;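 note: 0% = vehicle and 100% = reference agonist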
Target sequence (P37231 whole entry, looked up, the tested form may be a part): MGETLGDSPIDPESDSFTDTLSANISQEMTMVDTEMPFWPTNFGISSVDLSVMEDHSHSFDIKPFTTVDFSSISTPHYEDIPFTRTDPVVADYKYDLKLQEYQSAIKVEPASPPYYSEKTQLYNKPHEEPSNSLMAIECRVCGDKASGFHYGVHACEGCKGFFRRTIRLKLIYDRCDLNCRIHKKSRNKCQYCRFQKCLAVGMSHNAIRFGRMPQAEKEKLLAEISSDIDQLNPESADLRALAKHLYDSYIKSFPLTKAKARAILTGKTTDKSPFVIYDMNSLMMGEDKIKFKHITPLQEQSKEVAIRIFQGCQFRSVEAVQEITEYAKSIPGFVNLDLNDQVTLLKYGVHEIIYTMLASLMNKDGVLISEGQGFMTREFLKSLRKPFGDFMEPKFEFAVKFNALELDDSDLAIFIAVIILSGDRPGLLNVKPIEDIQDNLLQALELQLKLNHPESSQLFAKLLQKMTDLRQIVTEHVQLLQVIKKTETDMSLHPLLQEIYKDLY
PPARg SRC3 recr: PPARgamma-driven SRC-3 recruitment agonism; biochemical PPARgamma/SRC-3 coactivator recruitment assay; activation, % at 8 µM; 200,000 compounds, 0.26% hits; AID 731; in the data active = activation above about 23%;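 note: 0% = DMSO and 100% = reference agonist; some compounds past the cut are filed as inactive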
Efa HMGR inh: inhibitors of class II HMG-CoA reductase from Enterococcus faecalis; purified E. faecalis HMGR, NADPH absorbance 340 nm kinetic; 190,000 compounds, 0.41% hits; AID 1066; inhibition, % at 10 µM;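 active = inhibition above a set limit, the median over all tested compounds plus 3 SD, cut at about 9.5% in these data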;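 note: enzyme runs in reverse so mevalonate oxidation gives rising NADPH absorbance; 0% = complete reaction with DMSO and 100% = background rate lacking mevalonate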
TNAP inh noacc: TNAP (human) inhibition, acceptor-free conditions. P05186. purified TNAP, CDP-star luminescence, 30 min. 200,000 compounds, 0.26% hits. inhibition, % at 20 µM. AID 1012;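 active = tissue-nonspecific alkaline phosphatase inhibition above about 50% at 20 µM in the single-dose screen, limit read from the data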;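 note: 0% = DMSO negative control and 100% = EDTA positive control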
Target sequence (P05186 whole entry, looked up): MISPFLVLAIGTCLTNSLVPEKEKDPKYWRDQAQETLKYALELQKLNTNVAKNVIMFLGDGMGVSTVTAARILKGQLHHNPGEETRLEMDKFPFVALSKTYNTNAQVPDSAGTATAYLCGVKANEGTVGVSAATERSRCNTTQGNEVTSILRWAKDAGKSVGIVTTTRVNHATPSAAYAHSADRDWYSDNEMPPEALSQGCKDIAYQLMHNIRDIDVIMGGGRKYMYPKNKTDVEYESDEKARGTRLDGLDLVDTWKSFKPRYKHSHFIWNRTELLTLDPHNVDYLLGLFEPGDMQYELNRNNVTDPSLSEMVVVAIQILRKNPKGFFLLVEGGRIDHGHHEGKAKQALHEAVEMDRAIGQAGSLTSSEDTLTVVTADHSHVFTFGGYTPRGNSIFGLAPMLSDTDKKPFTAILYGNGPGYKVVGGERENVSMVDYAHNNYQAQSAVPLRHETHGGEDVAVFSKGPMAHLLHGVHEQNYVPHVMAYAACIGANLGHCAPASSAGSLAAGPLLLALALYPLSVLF
TNAP act hi DEA: increases human TNAP activity under high phosphate acceptor concentration; activation factor at 20 µM; AID 1136; purified TNAP, CDP-star luminescence, 1 M DEA, 30 min; stronger effect = higher value; 0 = EDTA background, 1 = DMSO-only activity; P05186; 200,000 tested, under 10 active;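 active = activation factor at least 2 at 20 µM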
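Assay system: human TNAP; Input: enzyme diluted 1/800 final; Reagent: CDP-star luminogenic substrate at 100 µM final; Timing: 30 min, room temperature; Signal: luminescence; Evaluation: TNAP activation factor scaled between EDTA and DMSO control wells.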
bIAP act: increases bovine intestinal alkaline phosphatase activity. AID 1016. activation factor at 20 µM. purified bovine IAP, CDP-star luminescence, 30 min; stronger effect = higher value; fold of DMSO-control signal, blank-subtracted. 200,000 compounds, 0.17% hits;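 active = activation factor of 2 or more at 20 µM, a signal rise over negative controls twice the positive control's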
bIAP inhibitor: blocks bovine intestinal alkaline phosphatase activity | 190,000 tested, under 10 active | purified bovine IAP, CDP-star luminescence, 30 min | inhibition, % at 20 µM;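 active = over 50% inhibition of intestinal alkaline phosphatase at 20 µM in the single-dose screen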
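Incubation: 30 min reaction at room temperature / Material: purified bovine intestinal alkaline phosphatase (IAP) enzyme / Input: enzyme at 1/65,000,000 dilution / Dosing: 20 µM single dose / Signal: CDP-star luminescence signal / Reagent: CDP-star chemiluminescent phosphatase substrate, 30 µM final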
TNAP inh hi DEA: blocks human TNAP under high phosphate acceptor concentration. P05186. purified TNAP, CDP-star luminescence, 1 M DEA. inhibition, % at 20 µM. 200,000 compounds, 0.03% hits. AID 1135;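 active = over 50% inhibition of tissue-nonspecific alkaline phosphatase at 20 µM in the single-dose screen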;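 note: plate controls were DMSO wells for no effect and EDTA-quenched wells as full inhibition for full effect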
PPARg SRC-1 ag: agonists of human PPARgamma SRC-1 coactivator recruitment | P37231 | PPARgamma-SRC-1 coactivator recruitment biochemical assay | activation, % at 8 µM | 200,000 compounds, 0.41% hits; in the data active = activation above about 19%;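 note: 0% = DMSO and 100% = reference agonist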
* = called active by the depositor; . = no result given.

SMILES | TR-FRET SRC-2 ct | PPARg SRC-2 ag | PPARg SRC3 recr | Efa HMGR inh | TNAP inh noacc | TNAP act hi DEA | bIAP act | bIAP inhibitor | TNAP inh hi DEA | PPARg SRC-1 ag
CCC(C)NC(=O)C1CCCN(c2nc(C)cc(OC)n2)C1 (stereo not drawn) | 1334 | 10 | -11 | 0 | -10 | 1 | 0.8 | 17 | -5 | 4
CCc1cc2c(=O)c(-c3cnn(-c4ccccc4)c3)c(C(F)(F)F)oc2c(CN(C)C)c1O | 1598 | 9 | -1 | -3 | 10 | 1 | 1 | -1 | -4 | 0
C=CCSc1nnc(-c2nnc(SCC=C)n2CC)n1CC | 1627 | -1 | -3 | -2 | 0 | 1 | 1 | -1 | -1 | 2
CCOC(=O)CSc1nnc(NC(=O)c2cccc([N+](=O)[O-])c2)s1 | 1435 | -3 | -4 | -2 | -42 | 1 | 1 | 0 | -1 | 6
CSc1ccc(Cl)c(C(=O)OCC(=O)N2CCOCC2)c1 | 1476 | -6 | -13 | 0 | -9 | 1 | 1 | -3 | -2 | -2
CCOc1ccccc1-n1nnnc1SCC(=O)OC | 1681 | 16 | 4 | -2 | -6 | 1 | 1.1 | -10 | -3 | 5
COC(=O)c1sc(NC(=O)COc2cccc(C)c2)nc1C | 1568 | 1 | -2 | -3 | -10 | 1 | 0.9 | 7 | -5 | -7
O=C(CNC(=O)c1cccc(Br)c1)N/N=C/c1cc(Br)cc(Br)c1O | 1906 | 14 | 10 | -10 | -73 | 1 | 1.2 | -24 | -2 | 7
COc1cc(S(=O)(=O)NCCN2CCOCC2)ccc1-n1cnnn1 | 1558 | 2 | 3 | -6 | -13 | 1 | 1.2 | -21 | -3 | -6
COc1cc(OC)cc(C(=O)Nc2ccc3c(c2)COC3=O)c1 | 1593 | 6 | 4 | -4 | -9 | 1 | 0.8 | 18 | -5 | 4
CC(Sc1ccc2c(c1)OCCO2)C(=O)Nc1ncc(Cl)cc1Cl (stereo not drawn) | 1516 | 1 | -9 | 5 | -6 | 1 | 0.9 | 6 | 1 | -4
Cc1ccc2nc(NC(=O)c3ccccn3)sc2c1 | 1506 | 0 | 2 | -2 | -83 | 1 | 1 | -3 | -3 | 6
O=C(NCCCN1CCC(Cc2ccccc2)CC1)C1CCC(=O)N1C1CCCC1 (stereo not drawn) | 1453 | -11 | -5 | -2 | -15 | 1.1 | 1.4 | -35 | -5 | -2
Cn1nnnc1NCc1ccc(Cl)cc1 | 1632 | 10 | 4 | 0 | -7 | 1 | 0.9 | 7 | 2 | 0
COc1ccccc1OCCSc1nc2ccccc2c(=O)[nH]1 | 1524 | 4 | -4 | 1 | -15 | 1.1 | 1 | 1 | -9 | 1
N#C/C(=C/c1cccn1-c1cccc(C(=O)O)c1)c1ccc(F)cc1 | 1688 | 14 | 6 | -1 | -8 | 1.1 | 1.1 | -6 | -6 | -3
CC(=O)/C(=C\Nc1ccc(OCc2ccccc2)cc1)c1ccccc1 | 1366 | -11 | 3 | 3 | 1 | 1 | 0.9 | 14 | 2 | -2
CO/N=C(/CS(=O)Cc1ccc(Cl)cc1)c1ccc(Cl)cc1 (stereo not drawn) | 1516 | -1 | -1 | -5 | -6 | 1 | 0.7 | 27 | 4 | -4
CN(C)c1ccnc(N(Cc2ccccc2)Cc2ccccc2)c1C#N | 1391 | -4 | -6 | 0 | -6 | 1.1 | 0.8 | 18 | -5 | 1
CCc1ccccc1NC(=O)CCN1C(=O)C2C3CCC(C3)C2C1=O (stereo not drawn) | 1573 | 1 | -1 | -2 | -1 | 1.1 | 1 | -3 | -5 | -3
O=C(CN1C(=O)C2CC=C(Cl)CC2C1=O)Nc1ccc(C(=O)O)cc1 (stereo not drawn) | 1508 | 5 | 8 | -4 | -4 | 1.1 | 1 | 0 | -7 | -3
O=C1NC(Cc2ccccc2)C(=O)N1CC(=O)N1CCCc2ccccc21 (stereo not drawn) | 1638 | -2 | 6 | 7 | 3 | 1 | 1.1 | -12 | -2 | 6
CCOc1ccc(OCC)c(NC(=O)C2CCN(S(=O)(=O)c3cccnc3)CC2)c1 | 1466 | 2 | -8 | 1 | -6 | 1 | 1 | 3 | 0 | 7
CN(C)C(CNC(=O)/C=C/c1cccc(Cl)c1)c1ccccc1 (stereo not drawn) | 1556 | 3 | -2 | -2 | 0 | 1 | 1.1 | -12 | 0 | -5
O=C(CSC1=Nc2ccccc2C2=NC(CC(=O)N3CCN(c4ccccc4)CC3)C(=O)N12)NCC1CCCO1 (stereo not drawn) | 1593 | 1 | 5 | -5 | 2 | 1 | 1.1 | -9 | 4 | 13

In the list so far, 4 have an aryl methoxy group:
SMILES | TR-FRET SRC-2 ct | PPARg SRC-2 ag | PPARg SRC3 recr | Efa HMGR inh | TNAP inh noacc | TNAP act hi DEA | bIAP act | bIAP inhibitor | TNAP inh hi DEA | PPARg SRC-1 ag
CCC(C)NC(=O)C1CCCN(c2nc(C)cc(OC)n2)C1 (stereo not drawn) | 1334 | 10 | -11 | 0 | -10 | 1 | 0.8 | 17 | -5 | 4
COc1cc(S(=O)(=O)NCCN2CCOCC2)ccc1-n1cnnn1 | 1558 | 2 | 3 | -6 | -13 | 1 | 1.2 | -21 | -3 | -6
COc1cc(OC)cc(C(=O)Nc2ccc3c(c2)COC3=O)c1 | 1593 | 6 | 4 | -4 | -9 | 1 | 0.8 | 18 | -5 | 4
COc1ccccc1OCCSc1nc2ccccc2c(=O)[nH]1 | 1524 | 4 | -4 | 1 | -15 | 1.1 | 1 | 1 | -9 | 1

Three of the entries above in order of their number in PPARg SRC-1 ag, rising.
mol | PPARg SRC-1 ag
CN(C)C(CNC(=O)/C=C/c1cccc(Cl)c1)c1ccccc1 (stereo not drawn) | -5
Cn1nnnc1NCc1ccc(Cl)cc1 | 0
O=C(CSC1=Nc2ccccc2C2=NC(CC(=O)N3CCN(c4ccccc4)CC3)C(=O)N12)NCC1CCCO1 (stereo not drawn) | 13

Going on with the list.
SMILES | TR-FRET SRC-2 ct | PPARg SRC-2 ag | PPARg SRC3 recr | Efa HMGR inh | TNAP inh noacc | TNAP act hi DEA | bIAP act | bIAP inhibitor | TNAP inh hi DEA | PPARg SRC-1 ag
CCN(CC)CCNC1=CC(=O)OC12CCCCC2 | 1351 | -1 | 5 | -9 | -4 | 1 | 0.9 | 5 | -1 | 3
CCOC(=O)NC(NC(=S)Nc1ccccc1OC)C(Cl)(Cl)Cl (stereo not drawn) | 1484 | -2 | -2 | 0 | -16 | 1 | 1.1 | -6 | -2 | 4
CCOC(=O)N1CCN(C(=O)c2ccc3c(c2)NC(=O)C(N2CCOCC2)S3)CC1 (stereo not drawn) | 1523 | 0 | -11 | -3 | -8 | 1 | 1 | 0 | 0 | -4
CCOC(=O)c1ccc(NC(=O)CSc2nc(NC(=O)c3ccccc3)c3c(C)c(C)oc3n2)cc1 | 1384 | -2 | -1 | 0 | 7 | 1 | 1 | 0 | -4 | -5
N#Cc1ccc(Oc2nc(Nc3ccc(F)cc3)nc(N3CCCC3)n2)cc1 | 1616 | 12 | 8 | 2 | -12 | 1 | 0.9 | 12 | -1 | 2
Cc1cc(C)c(NC(=O)CSc2nnc(-c3ccncc3)n2Cc2ccco2)c(C)c1 | 1569 | 11 | 8 | -2 | -6 | 1 | 1 | 0 | 3 | -2
Cc1ccc(NC(=O)COC(=O)CCC(=O)c2cccs2)c(C)c1 | 1802 | 7 | 4 | 1 | -10 | 1 | 1 | -1 | -5 | 6
O=c1cc(Cl)c(-c2ccccc2)n[nH]1 | 1422 | -1 | -1 | 0 | -10 | 1 | 0.8 | 17 | -4 | 3
NS(=O)(=O)c1cccc(NC(=O)CSc2nc3ccccc3n2-c2ccccc2)c1 | 1641 | 3 | 4 | -1 | 7 | 0.9 | 1 | 1 | 6 | 11
CCCOc1ccccc1C(=O)N(Cc1cccs1)C1CCS(=O)(=O)C1 (stereo not drawn) | 1461 | -1 | 12 | -2 | -11 | 1 | 0.9 | 11 | -2 | 4
Cc1ccc(CN(Cc2ccco2)C(=S)Nc2ccccc2C)cc1 | 1576 | 2 | 3 | 1 | -10 | 1 | 1 | 4 | -4 | 11
O=C(CC1C(=O)NCCN1CC1CCCCC1)NCCc1ccc(F)cc1 (stereo not drawn) | 1685 | 7 | 5 | -6 | -9 | 1 | 1 | -1 | -3 | 5
CCc1ccc(OCC(=O)N(C)C2CCS(=O)(=O)C2)cc1 (stereo not drawn) | 1521 | 1 | 2 | -1 | -2 | 1 | 0.9 | 7 | 1 | 10
O=C(CN1CCSC1=NCc1ccccc1)c1ccc(Cl)c(Cl)c1 | 1630 | 2 | 1 | -7 | 6 | 0.9 | 1.1 | -13 | 7 | 3
O=C(CCc1ccc(S(=O)(=O)N2CCOCC2)cc1)N/N=C/c1cccc(O)c1 | 1458 | -1 | -3 | 0 | -14 | 1 | 0.8 | 18 | -3 | 1
CC1CCCCN1S(=O)(=O)c1ccc(C(=O)Nc2sccc2C(N)=O)cc1 (stereo not drawn) | 1486 | -2 | -5 | -8 | 6 | 1 | 0.8 | 23 | -4 | 4
CCC(C)NC(=O)Cn1c(=O)sc2ccccc21 (stereo not drawn) | 1515 | -6 | 1 | -1 | -11 | 1 | 1.1 | -15 | -3 | 5
CC(C)(C)NC(=O)CSc1nc(-c2ccc(F)cc2)cs1 | 1662 | 11 | 3 | -4 | -8 | 1 | 1.1 | -12 | -4 | 5
CC(=O)[C@@H]1[C@@H](C(=O)c2ccc(C)cc2)[C@]2(C(=O)Nc3ccccc32)[C@H]2C=Cc3cc(F)ccc3N12 | 1580 | 10 | -1 | -10 | -4 | 1 | 0.7 | 30 | 2 | 15
CCCCn1c(-c2ccncc2)nc2c1c(=O)[nH]c(=O)n2CC(C)C | 1467 | 2 | 9 | -5 | -8 | 1 | 1 | 2 | -2 | 9
O=C(CCCN1C(=O)c2ccccc2C1=O)N1CCC(c2ccccc2)C1 (stereo not drawn) | 1487 | 1 | 2 | -2 | -21 | 1 | 1 | 3 | -2 | 1
COc1ccc(NC(=O)CCOc2ccccc2)c(OC)c1 | 1610 | -14 | 2 | -8 | -10 | 1 | 0.9 | 6 | -2 | -2
C=CCn1cc(/C=N\NC(=O)c2cc3c(ccc4ccccc43)o2)c2ccccc21 | 1672 | 7 | 1 | -3 | 2 | 1 | 0.9 | 7 | -2 | 5
O=C1CC(c2ccc(F)c(Br)c2)C2=C(CCCC2=O)N1 (stereo not drawn) | 1460 | 5 | 4 | -12 | -9 | 1 | 0.9 | 10 | -2 | -3
N=C1S/C(=C\c2ccccc2F)C(=O)N1c1ccc(F)cc1 | 1581 | 0 | -3 | 5 | -19 | 1 | 0.9 | 10 | 4 | -4
Cc1cc(C)n(-c2nc3sc4c(c3c3nnc(SC(C)C)n23)CC(C)(C)OC4)n1 | 1359 | 2 | -6 | . | . | . | . | . | . | 0
O=c1[nH]c(CN2CCN(c3ccccc3Cl)CC2)nc2ccsc12 | 1572 | -8 | -1 | 2 | 1 | 1.1 | 1 | 4 | -8 | -1
Cc1ccc(NC(=O)c2ccncc2)cc1S(=O)(=O)N(C)C | 1550 | 3 | -4 | -5 | 0 | 1 | 1.1 | -10 | 1 | 4
CC1(C)Cc2c(c(=S)nc(-c3ccccc3)n2CCCN2CCOCC2)CO1 | 1388 | -5 | -5 | 0 | 8 | 1 | 1 | 3 | 4 | -3
O=Cc1ccc(-n2nncc2-c2ccc([N+](=O)[O-])cc2)cc1 | 1675 | 4 | 1 | -9 | -1 | 1 | 0.9 | 7 | -1 | 1
